Screens (PubChem BioAssay)
CaV13 ICDI inh – Primary screen for inhibitors of IQ motif and Ca2+-dependent inactivation inhibitor domain binding in CACNA1D, Förster resonance energy transfer in living cells, …; inhibition, % at 12.3 µM; HEK cells, CFP/YFP FRET ICDI-IQ, plate reader, 10 min; percent FRET-ratio fall versus neutral wells; 0.098% of 340,000 active; AID 743397;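 active = mean replicate inhibition of at least 30% and at least 1% of replicates passing that level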;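 also: 0% = median of the neutral control wells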
* = called active by the depositor.

SMILES	CaV13 ICDI inh
O=S1(=O)N[C@H](Cc2ccccc2)COc2cc(N3CCCCC3)ccc21	-3.0
COC(=O)C1=C(C)N(Cc2ccccc2C(F)(F)F)C(=NCC2CC2)NC1CCc1ccccc1 (centres undefined)	-13.5
COC(=O)[C@]12C[C@H](CC(=O)N3CCC(c4ccccc4)CC3)C(=O)N(CCc3ccc(OC)c(OC)c3)C1=C[C@H](C(C)(C)C)O[C@@H]2C	-6.9
Cc1noc(C)c1S(=O)(=O)N(C)C[C@@H]1OCc2cn(nn2)CCCC(=O)N([C@H](C)CO)C[C@H]1C	-3.8
COC(=O)C1=C(C)N(C)C(=NCC2CC2)NC1c1cccc(F)c1 (centres undefined)	-4.6
CCCCc1c(-c2ccccc2OC)ncn1Cc1cccc(F)c1	-10.2
C[C@@H]1ON(C)[C@H]2C[C@H]3c4cc(-c5cccc(Cl)c5)ccc4CCN3C[C@@H]12	-4.3
Cc1ccccc1S(=O)(=O)N1CCCc2nc(-c3ccc(Br)cc3)ccc21	-4.2
CCOC(=O)[C@@H]1CSCCS(=O)(=O)N1C(=O)[C@H](C)NC(=O)OC(C)(C)C	-4.2
O=C(NCc1ccco1)Nc1c(Cl)cc(Cl)cc1Cl	-4.1
S=C(SCc1c(Cl)cccc1Cl)N1CCSCC1	-3.8
C[C@H](O)[C@@H]1CN2CCc3c([nH]c4c(-c5ccccc5)cccc34)[C@@H]2C[C@@H]1N(C)C(=O)NC1CCCCC1	-4.4
COc1ccc(NC(=O)N(C)C[C@H]2OCc3cnnn3CCCC(=O)N([C@H](C)CO)C[C@@H]2C)c(OC)c1	-5.5
O=C(NCCc1ccccc1Cl)[C@@H]1CCCN1C(=O)[C@@H](NC(=O)N1CCOCC1)C1CCCCC1	-8.9
CCOC(=O)C1=C(C(=O)OCC)C2N(Cc3ccc(Br)cc3)c3ccccc3[C@@]23C[C@@H](C(=O)OC)N(S(=O)(=O)c2ccc(OC)cc2)C3=N1 (some centres undefined)	-8.7
COC(=O)[C@]1(CC(C)C)NC=C(C(=O)c2ccccc2)[C@@H]1c1cccc(C(F)(F)F)c1	-3.5
CCCCNc1ccc2c(c1)OC[C@H](C)NS2(=O)=O	-3.3
CC(C)CC1NC(=O)c2ccccc2-n2c1nc1ccccc1c2=O (centres undefined)	-5.4
Nc1[nH]c(C(=O)c2ccccc2)c(-c2cccc3ccccc23)c1C(=O)NCc1ccc(F)c(F)c1	-5.1
COC(=O)[C@]12C[C@H](CC(=O)NCCCCc3ccccc3)C(=O)N(Cc3ccccc3)C1=C[C@H](C1CCCC1)O[C@@H]2C	-9.2
Cc1ccc(C(=O)N2CCC[C@@H]2C(=O)N2CCC[C@@H]2C(=O)NCc2ccccc2)cc1C	-9.8
CC(=O)NC(Cc1ccccc1C)C(=O)NC1CCN(c2c3c(nc4ncnn24)CCC3)CC1 (centres undefined)	-4.0
COC(=O)N1C[C@H](Oc2ncccn2)[C@H]2C[C@@H]1c1ccccc1O2	-4.7
CSCCC(c1nc2ccccc2[nH]1)n1c(/C=C/c2ccc(Cl)cc2)nc2ccccc21 (centres undefined)	-7.7
CC(C)C[C@H](NC(=O)c1ccc(Cl)cc1Cl)C(=O)N1CCC[C@H]1C(=O)NCc1ccccc1	-9.5
C[C@H](O)[C@@H]1C(=O)N2CCc3c([nH]c4ccccc34)[C@@H]2C[C@@H]1N(C)C(=O)OCc1ccccc1	-3.4
CCOc1cc(-n2nc(C)c(C#N)c2N)nc(SC)n1	-3.5
C[C@H](CO)N1C[C@H](C)[C@@H](CN(C)C(=O)C2CC2)OCc2cn(nn2)CCCC1=O	-4.6
Cc1cc(NCCc2c[nH]c3ccccc23)ccc1Oc1cccnc1	-8.5
O=Nc1ccc(Br)cn1	-9.9
O=C1CCCC2=C1[C@@]1(O[C@H]3C=CC=CN23)C(=O)N(c2ccccc2)c2ccccc21	-3.9
Nc1ncnc2c1ncn2[C@@H]1O[C@H](C(=O)N[C@@H](CCc2ccccc2)C(=O)N2CCN(CC(=O)N3CCCC3)CC2)[C@@H](O)[C@H]1O	-9.7
Cc1ccccc1-c1ccc2c(c1)[C@@H]1C[C@H](N(C)CC3CCCCC3)[C@H]([C@H](C)O)CN1CC2	-5.1
COC(=O)N1C[C@H](Oc2cccc3ccccc23)[C@H]2C[C@@H]1c1ccccc1O2	-4.4
Cc1ccc2[nH]c3c(NCc4ccccc4)ncnc3c2c1	-18.9
CC(=O)OC[C@H]1O[C@H](C#Cc2ccc(C(C)(C)C)cc2)C=C[C@H]1OC(=O)Nc1ccccc1	-4.1
COCCCNC(=O)[C@@H](Cc1ccccc1)NC(=O)[C@H]1O[C@@H](n2ccc(=O)[nH]c2=O)[C@H](O)[C@@H]1O	-3.6
COC(=O)C1=C(C)N(C)C(=NCc2ccccc2C(F)(F)F)NC1CCc1ccccc1 (centres undefined)	-7.4
COc1ccc(CN2C[C@@]3(O)CC[C@@H](O)[C@@H](OC)[C@@H]3[C@@]2(C)[C@H](O)CC=C(C)C)cc1	-4.2
CC12CCC3c4ccc(OCCCO)c([N+](=O)[O-])c4CCC3C1CCC2=O (centres undefined)	-3.7
CCOC(=O)C1=CCC(c2ccccc2)N(S(C)(=O)=O)C1 (centres undefined)	-3.9
COC(=O)C1=C(C)N(Cc2ccc(C(F)(F)F)cc2)C(=NCc2ccccc2)NC1c1cccc(F)c1 (centres undefined)	-3.9
C=CS(=O)c1sc(Cl)c(N2CCOCC2)c1[N+](=O)[O-] (centres undefined)	-4.8
C=CCN=C1NC(c2ccc(Cl)cc2)C(C(=O)OC)=C(C)N1Cc1cccc(C(F)(F)F)c1 (centres undefined)	-3.1
COC(=O)N1Cc2ccnnc2CC1c1ccccc1-c1ccc(OC)cc1 (centres undefined)	-7.7
OC(c1ccccc1)(c1ccccc1)C1CCN(CCCOc2cccnc2)CC1	-9.7
C=CCCC1CN(Cc2ccc(OC)cc2)S(=O)(=O)c2c(Oc3ccc(OC)cc3)cccc2O1 (centres undefined)	-8.8
C=CCN1C(=O)c2n[nH]c(C(C)C)c2C1c1ccc2c(c1)OCO2 (centres undefined)	-2.9
CCc1c(-c2cccc(Cl)c2)ncn1CCc1ccccc1OC	-5.4
COC(=O)[C@]12C[C@H](CC(=O)N3CCC(c4ccccc4)CC3)C(=O)N(Cc3ccc4c(c3)OCO4)C1=C[C@H](COCc1ccccc1)O[C@@H]2C	-9.2
COCCN1CCCc2nc(-c3ccc(Br)cc3)ccc21	-7.3
COC(=O)[C@]12C[C@H](CC(=O)N3CCN(C(=O)C4CC4)CC3)C(=O)N(Cc3ccccc3)C1=C[C@H](C(C)C)O[C@@H]2C1CC1	-5.8
O=C(NC1CCCC1)[C@@H]1CCCN1C(=O)[C@@H](NS(=O)(=O)c1ccc(F)cc1F)c1ccccc1	-9.7
COc1ccc2c(c1)C(NC(=O)C(F)(F)F)CC21CCCCC1 (centres undefined)	-2.0
C[C@H](CO)N1C[C@H](C)[C@H](CN(C)C(=O)NC2CCCCC2)OCc2cnnn2CCCC1=O	-5.5
COc1ccccc1Cc1c(-c2ccc(F)cc2)nc2ccc(C)cn12	-8.8
N#Cc1ccc(-c2nc3cc(C#N)c(C#N)cc3nc2-c2ccccc2)cc1C#N	-5.2
COc1ccccc1CNC(=O)C1CCN(Cc2nc(-c3ccc(Cl)cc3)oc2C)CC1	-1.7
O=C(N[C@H](C(=O)N1CCC[C@H]1C(=O)NCc1ccccc1)c1ccccc1)C1CCCC1	-4.1
COC(=O)[C@]12C[C@H](CC(=O)N3CCC(c4ccccc4)CC3)C(=O)N(CCC3=CCCCC3)C1=C[C@H](C(C)(C)C)O[C@@H]2C	-11.1

A second format for part of the listing above:
CaV13 ICDI inh	Structure
-9.2	COC(=O)[C@]12C[C@H](CC(=O)N3CCC(c4ccccc4)CC3)C(=O)N(Cc3ccc4c(c3)OCO4)C1=C[C@H](COCc1ccccc1)O[C@@H]2C
-4.4	COC(=O)N1C[C@H](Oc2cccc3ccccc23)[C@H]2C[C@@H]1c1ccccc1O2

Next part:
SMILES	CaV13 ICDI inh
C[C@@H]1CN([C@@H](C)CO)C(=O)CCCn2cc(nn2)CO[C@H]1CN(C)C(=O)CCC(F)(F)F	-4.2
CCOC(=O)C1=C(C(=O)OCC)C2N(Cc3ccc(Br)cc3)c3ccccc3[C@@]23C[C@@H](C(=O)OC)N(S(=O)(=O)c2ccc(Br)cc2)C3=N1 (some centres undefined)	-9.8
O=C(C(=O)N1CCC(CNS(=O)(=O)c2ccc3ccccc3c2)CC1)c1cc2ccccc2o1	-7.9
COc1ccccc1-c1ccc([C@@H]2C[C@H]3[C@H](CON3C)CN2CC2CCCCC2)cc1	-4.9
O=C1c2ccccc2C2Cc3nnccc3CN12 (centres undefined)	-4.2
COCCN1C(=O)[C@H]2C[C@@]13O[C@H](C1CCCCC1)N=C3CC1c3ccccc3C[C@@]12C (some centres undefined)	-4.6
CCOC(=O)N[C@H](C(=O)N1CCC[C@H]1C(=O)NCCc1ccccc1Cl)c1ccccc1	-9.7
Nc1ncnc2c1ncn2[C@@H]1O[C@H](C(=O)N[C@@H](CCc2ccccc2)C(=O)O)[C@@H](O)[C@H]1O	-3.5
CCOC(=O)C1=CCN(S(=O)(=O)c2ccc(Br)cc2)C1c1ccc(F)cc1 (centres undefined)	-2.5
CCN=C1NC(c2ccc(Cl)cc2)C(C(=O)OC)=C(C)N1Cc1cccc(C(F)(F)F)c1 (centres undefined)	-4.4
N#Cc1ccc(OCCCN2CCC(C(O)(c3ccccc3)c3ccccc3)CC2)cc1	-7.6
COC(=O)c1cc(=O)nc(NN=C(C)C)s1	-9.0
COC(=O)C1=C(C)N(C)C(=NCC2CC2)NC1CCc1ccccc1 (centres undefined)	-3.7
COC(=O)C1=C(C)N(Cc2cccc(C(F)(F)F)c2)C(=NCC2CC2)NC1c1cccc(F)c1 (centres undefined)	-4.0
NC(=O)c1ncn([C@@H]2O[C@H](C(=O)N[C@H](Cc3ccccc3)C(=O)N3CCN(c4ccc(Cl)cn4)CC3)[C@@H](O)[C@H]2O)n1	-4.3
C[C@H](O)[C@@H]1C(=O)N2CCc3c([nH]c4cccc(-c5ccccc5)c34)[C@@H]2C[C@@H]1N(C)C(=O)c1ccco1	-3.9
Cc1ccc(OC2CCN(C(=O)[C@@H](Cc3ccccc3)NC(=O)[C@H]3O[C@@H](n4ccc(=O)[nH]c4=O)[C@H](O)[C@@H]3O)CC2)cc1	-3.1
CC(=O)N(C)C[C@@H]1OCc2ccccc2-c2c(n(C)c3ccccc23)C(=O)N([C@@H](C)CO)C[C@@H]1C	-5.3
Nc1nc2cc3c(cc2cc1C(=O)NCc1cccnc1)OCO3	-3.4
Cc1ccccc1CN1[C@@H](C)[C@H](c2ccccc2)Oc2cccc(NCC(C)C)c2S1(=O)=O	-5.3
O=C(N=Nc1c(O)[nH]c2c(Cl)cc(Cl)cc12)c1ccccc1O	-12.4
CCNC(=O)N1CCN(c2ccc(N3CCN(C(=O)NCC)[C@H](C)C3)c(C)c2)[C@@H](C)C1	-7.7
CCOC(=O)N(C)C[C@@H]1OCc2cn(nn2)CCCC(=O)N([C@H](C)CO)C[C@H]1C	-0.4
CC(C)[C@H](NC(=O)c1ccc(Cl)cc1Cl)C(=O)N1CCC[C@H]1C(=O)NCc1ccccc1	-2.8
COc1cccc(CC(=O)NCC2CCN(C(=O)C(=O)c3cccs3)CC2)c1	-8.4
COc1ccc(C(=O)NCC2CCN(C(=O)C(=O)c3cc4ccccc4o3)CC2)c(OC)c1	-8.0
CN1CC[C@@H]2CN(S(=O)(=O)c3ccccc3)[C@H](c3ccccc3Br)C[C@@H]21	-4.8
CC(=O)C1=C(C)N(CC(C)C)C(=S)NC1c1cccc(Cl)c1 (centres undefined)	-4.8
C=C1[C@@H](CCO)N(S(=O)C(C)(C)C)C[C@@H]1C (some centres undefined)	-5.0
Cc1ccc2nc3n(c(=O)c2c1)-c1ccc(Cl)cc1C(=O)NC3CC(C)C (centres undefined)	-9.1
COC(=O)[C@]12C[C@H](CC(=O)NCCCCc3ccccc3)C(=O)N(CCC3=CCCCC3)C1=C[C@H](C(C)(C)C)O[C@@H]2C	-9.9
COC(=O)[C@]12C[C@H](CC(=O)NCC3CCCCC3)C(=O)N(CCC3=CCCCC3)C1=C[C@H](COCc1ccccc1)O[C@@H]2C	-3.6
COc1cccc([C@@H](NC(=O)C(F)(F)F)[C@@H]2CCCC=C2c2ccccc2)c1	-2.5
C[C@@H]1ON(C)[C@H]2C[C@H]3c4cc(N5CCCCC5)ccc4CCN3C[C@@H]12	-4.0
CC(C)(C)OC(=O)N[C@@H]1C=CC(=O)C1	-7.7
C[C@@H]1CN(c2ccc(N3CCN(C(=O)OC(C)(C)C)C[C@@H]3C)cc2C#N)CCN1Cc1ccccc1	-10.6
CC(C)CCNC(=O)[C@@H](Cc1ccccc1)NC(=O)[C@H]1O[C@@H](n2ccc(=O)[nH]c2=O)[C@H](O)[C@@H]1O	-2.7
C[C@@H]1CN([C@@H](C)CO)C(=O)CCCn2cc(nn2)CO[C@H]1CN(C)C(=O)Nc1ccc2c(c1)OCCO2	-9.7
Cc1cc(Oc2cccc3c2S(=O)(=O)N([C@H](C)c2ccccc2)C[C@@H](COCc2ccccc2)O3)cc(C)c1C	-7.2

Retrieved by structure from the list above (2):
SMILES	CaV13 ICDI inh
CC(C)(C)OC(=O)N[C@@H]1C=CC(=O)C1	-7.7
C[C@@H]1ON(C)[C@H]2C[C@H]3c4cc(N5CCCCC5)ccc4CCN3C[C@@H]12	-4.0

4 of the entries above in order of their number in CaV13 ICDI inh, largest number first.
SMILES	CaV13 ICDI inh
CC(C)CCNC(=O)[C@@H](Cc1ccccc1)NC(=O)[C@H]1O[C@@H](n2ccc(=O)[nH]c2=O)[C@H](O)[C@@H]1O	-2.7
C=C1[C@@H](CCO)N(S(=O)C(C)(C)C)C[C@@H]1C (some centres undefined)	-5.0
CC(C)(C)OC(=O)N[C@@H]1C=CC(=O)C1	-7.7
C[C@@H]1CN(c2ccc(N3CCN(C(=O)OC(C)(C)C)C[C@@H]3C)cc2C#N)CCN1Cc1ccccc1	-10.6

Only part of the results is shown. The share of hits here may be higher or lower than overall.
